Screening results (PubChem)
Wnt act = activators of Wnt/beta-catenin signaling. Wnt/beta-catenin reporter cell assay, activator, plate reader. activation, % at 9.35 µM. 300,000 compounds, 1.2% hits. AID 743398; in the data active = activation above about 30%, passing the limit was not always enough; inconclusive = no clear call, values can overlap the other calls;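 note: 0% = neutral control wells and 100% = positive control wells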
CAL PDZ FP-1 = blocks peptide binding to the human CAL PDZ domain | purified CAL PDZ, TMR-peptide fluorescence polarization, 1 h | inhibition, % at 24.9 µM | 300,000 compounds, 0.92% hits | AID 602252;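 active = mean inhibition of at least 30% with at least half of replicates also reaching 30%; inconclusive = no clear call, values can overlap the other calls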;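 note: 0% = DMSO neutral control and 100% = excess unlabeled competitor peptide PRC23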
RTF Ca sens act = cardiac RTF calcium sensitization. IANBD-labeled TnC RTF fluorescence at EC20 calcium; 0% EC20 calcium, 100% full calcium. activation, % at 7.2 µM. 340,000 compounds, 0.24% hits;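 active = activation above the mean over all tested compounds plus 3 SD, cut at about 30% in these data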;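 note: rise in fluorescence read as greater calcium sensitivity of cardiac thin filaments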
Tat transport = E. coli Tat transport inhibition. E. coli MC4100 TorA-mCherry Tat export, fluorescence. 340,000 compounds, 0.036% hits. AID 488895. inhibition, % at 10 µM;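 active = mean replicate inhibition at least 50% and at least half of replicates individually reaching 50%; inconclusive = only one of the two criteria met; inactive = neither criterion met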;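 note: exported cargo escapes ClpAP degradation while cytoplasmic cargo is degraded and loses fluorescence; 0% = median of neutral control wells and 100% = median of NaSCN control wells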
V-ATPase pH = regulators of yeast V-ATPase proton transport; S. cerevisiae, pHLuorin cytosolic pH fluorescence; response, % at 10 µM; 350,000 compounds, 0.37% hits; AID 504577; in the data active = response mostly above about 7.3%, no sharp cut-off; inactive = mostly below about 5.4%; note: actives read high; inactives centre near 0; some compounds called inactive have numbers as strong as hits
dFosB activator = activators of mouse delta FosB homodimer; P13346; purified delta FosB, TAMRA-CDK5 oligo fluorescence polarization; percent of positive-control signal above neutral wells; activation, % at 25 µM; 340,000 compounds, 0.99% hits;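 active = mean activation above about 17%, with every replicate also reaching it, limit read from the data, passing the limit was not always enough; inconclusive = only one of the two conditions met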;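 note: fluorescence polarization rise as delta FosB binds a TAMRA Cdk5 AP-1 oligo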
Target sequence (P13346 whole entry, looked up): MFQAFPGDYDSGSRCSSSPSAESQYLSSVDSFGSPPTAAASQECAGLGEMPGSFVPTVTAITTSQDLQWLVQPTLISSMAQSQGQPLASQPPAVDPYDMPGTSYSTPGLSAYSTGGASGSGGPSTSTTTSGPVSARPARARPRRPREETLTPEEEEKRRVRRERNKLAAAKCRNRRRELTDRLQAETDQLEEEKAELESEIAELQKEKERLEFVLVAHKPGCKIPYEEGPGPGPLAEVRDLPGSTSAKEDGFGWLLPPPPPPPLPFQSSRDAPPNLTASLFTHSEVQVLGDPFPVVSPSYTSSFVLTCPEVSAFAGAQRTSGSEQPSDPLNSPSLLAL
MITF TRPM1 HTS = activators of MITF-driven TRPM1 promoter activity in SK-MEL-5 cells; SK-MEL-5 TRPM1-promoter luciferase, 24 h; % of positive control, neutral wells = 0; activation, % at 12.5 µM; 300,000 compounds, 0.75% hits; AID 588334;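 active = mean activation of at least 80% with every replicate also reaching 80%; inconclusive = mean reaches 80% but some replicate falls short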;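 note: 0% = neutral control wells and 100% = parthenolide positive control wells; values of inactives mirror those of a sister screen read the other way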
CAL PDZ FP-2 = human CAL PDZ-peptide interaction inhibition; 330,000 compounds, 0.02% hits; AID 504414; inhibition, % at 20 µM; purified CAL PDZ, TMR-peptide fluorescence polarization, 1 h; Q9HD26;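 active = highest replicate inhibition of at least 40%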;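 note: plate controls were DMSO neutral control wells for no effect and unlabeled competitor peptide control wells for full effect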
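Control set: unlabelled peptide and DMSO controls / Material: purified CerCALP PDZ construct / Timing: 1 h incubation at room temperature before polarization reading / Doses: 20 µM, one dose / Detection: fluorescence polarization (mP)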
CDK5 p35 inh = blocks human CDK5/p35 kinase activity. Recombinant CDK5/p35, ADP-Glo luminescence, 60 min. 330,000 compounds, 0.01% hits. Q00535+Q15078. inhibition, % at 10 µM. AID 488839;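 active = highest replicate inhibition of at least 50% and at least 75% of replicates reaching 50%; inconclusive = only one of the two criteria met; inactive = both criteria failed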;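 note: plate controls were DMSO neutral control for no effect and GW8510 at 10 µM for full effect; many of its hits are not listed in these tables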
Rtt109 HAT inh = inhibitors of Candida albicans Rtt109/Vps75 histone acetyltransferase; 330,000 compounds, 0.16% hits; inhibition, % at 34.9 µM; Q5AAJ8; purified Rtt109/Vps75, ThioGlo CoA-SH fluorescence, 4 h;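 active = inhibition of at least 50% in every replicate; inconclusive = best replicate reaches 50% inhibition but some replicates fall short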
Target sequence (Q5AAJ8 whole entry, looked up): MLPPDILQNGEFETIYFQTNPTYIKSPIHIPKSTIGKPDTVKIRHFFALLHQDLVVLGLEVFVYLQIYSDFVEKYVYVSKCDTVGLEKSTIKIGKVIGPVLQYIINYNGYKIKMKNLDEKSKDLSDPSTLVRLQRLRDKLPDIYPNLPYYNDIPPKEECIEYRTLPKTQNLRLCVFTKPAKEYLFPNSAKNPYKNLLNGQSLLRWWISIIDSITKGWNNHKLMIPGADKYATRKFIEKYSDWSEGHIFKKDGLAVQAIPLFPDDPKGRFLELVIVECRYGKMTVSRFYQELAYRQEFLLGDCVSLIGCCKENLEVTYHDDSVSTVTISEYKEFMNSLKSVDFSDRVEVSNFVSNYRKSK
The depositor's hits bear a star; u = inconclusive; x = no result given.

SMILES	Wnt act	CAL PDZ FP-1	RTF Ca sens act	Tat transport	V-ATPase pH	dFosB activator	MITF TRPM1 HTS	CAL PDZ FP-2	CDK5 p35 inh	Rtt109 HAT inh
NCCNc1ccc([N+](=O)[O-])cc1	-2	4	-1	-8	-2	1	-2	-0.1	0.3	5
CCc1cccc2c(C(=O)CN3C(=O)C(=O)N(C4CCCC4)C3=O)c[nH]c12	25	-8	-2	5	0	-3	-4	-0.7	0.2	-6
COc1ccc(O)c(-c2[nH]ncc2C(=O)c2ccccc2)c1	x	3	-1	0	-4	-7	6	0.3	0.2	6
COCC(=O)Oc1c(Sc2ccccc2[N+](=O)[O-])c(C)nn1C(C)(C)C	1	4	0	-5	-1	0	-13	0.6	-0.5	24
COCCC(=O)N1CCC(Oc2ccc(C(=O)NCCSC)cc2)CC1	0	4	-2	-2	-8	-17	-5	-0.3	1.9	-10
CCCCN(C(=O)CSc1nnc(-c2ccccc2)n1C)c1c(N)n(Cc2ccccc2)c(=O)[nH]c1=O	-2	-3	-3	-2	7	-6	-2	0.2	-3.8	-10
Cc1ccc(C(C)C)c(OC(=O)/C=C/c2ccccc2)c1	x	0	-2	5	-3	-13	1	-0.2	0.9	-1
O=C(CN1CC(c2ccccc2)CC1=O)Nc1ccc2c(c1)OCO2 (configuration not stated)	5	-5	13	-13	4	3	5	0.6	1.7	2
COc1cc(C(C(=O)NC(C)(C)C)N(Cc2ccc3c(c2)OCO3)C(=O)c2cnccn2)cc(OC)c1OC (configuration not stated)	-1	-2	2	5	-2	-1	-2	-0.5	-5.1	1
COc1cc2c3nc4n(c(=O)c3n(CC(=O)NCC3CCCO3)c2cc1OC)CCS4 (configuration not stated)	-1	-1	-6	-2	2	-1	x	-0.2	-0.1	-9

Among those listed so far, these have an aryl thioether with sulfur outside any ring.
SMILES	Wnt act	CAL PDZ FP-1	RTF Ca sens act	Tat transport	V-ATPase pH	dFosB activator	MITF TRPM1 HTS	CAL PDZ FP-2	CDK5 p35 inh	Rtt109 HAT inh
COCC(=O)Oc1c(Sc2ccccc2[N+](=O)[O-])c(C)nn1C(C)(C)C	1	4	0	-5	-1	0	-13	0.6	-0.5	24
CCCCN(C(=O)CSc1nnc(-c2ccccc2)n1C)c1c(N)n(Cc2ccccc2)c(=O)[nH]c1=O	-2	-3	-3	-2	7	-6	-2	0.2	-3.8	-10

More entries:
SMILES	Wnt act	CAL PDZ FP-1	RTF Ca sens act	Tat transport	V-ATPase pH	dFosB activator	MITF TRPM1 HTS	CAL PDZ FP-2	CDK5 p35 inh	Rtt109 HAT inh
CCCNC(=O)C(Cc1ccccc1C)NC(=O)c1ccc(C#N)cc1 (configuration not stated)	-3	-2	6	-1	5	-2	-2	-0.1	-1.5	-12
Cc1cc(NC(=O)CCN2CC(C)OC(C)C2)ccc1Br (configuration not stated)	0	x	4	-1	0	0	2	-3.8	1.8	5
O=C(N/C(=C\c1ccc(F)cc1)C(=O)N1CCOCC1)c1ccccc1	1	-1	-2	-2	-2	-4	-9	-2.4	0.9	15
CC12CCC(C(=O)N(NC(=O)c3ccccc3O)C1=O)C2(C)C (configuration not stated)	-2	-3	2	-2	1	0	4	-0.4	1.3	0
Cc1ccc(-c2nnc(N3CCOCC3)c3ccccc23)cc1S(=O)(=O)NCC1CCCO1 (configuration not stated)	x	-1	10	5	1	-10	0	-1.4	1.3	-5
Cc1ccccc1-c1nnc(SCC(=O)N2CCCC2)o1	0	-4	-4	-2	2	-2	49	-1.9	0.8	6
COC(=O)Cn1cnc2c(nnn2-c2ccc(C)cc2)c1=O	x	x	-7	19	-5	-5	1	-0.1	1.5	-2
CC(=O)Nc1cc(C(=O)N2CCc3ccccc3C2)ccc1Sc1ccc(Cl)cc1	-2	-2	9	0	3	-1	-8	-1.3	-1.1	9
Clc1ncc(Cn2cccn2)s1	0	x	4	-12	-1	0	9	-1.6	-0.1	-1
CSc1ccc(CN2CCCC(CO)(Cc3ccccc3)C2)cc1 (configuration not stated)	-7	0	-1	-2	0	2	5	-2.9	-0.2	-3
CCCCCn1c(SCC(=O)OCC)nc2cc(C(=O)NCc3ccco3)ccc2c1=O	x	x	0	0	6	-6	-4	-2.1	0.6	-1
CCn1c(SCC(=O)c2c[nH]c3ccccc23)nc2cc(S(=O)(=O)N3CCOCC3)ccc21	-1	-2	-4	3	3	6	-10	-1.8	3.7	-12
O=C(c1cccc2c1-c1ccccc1C2)N1CCCCC1	12	-5	0	0	2	2	x	-0.8	1.3	-1
CCn1c2ccc(F)cc2c2nnc(SCCN3CCCCC3)nc21	0	-5	-2	-1	1	-6	7	-1.8	1.0	1
CCN(CC(=O)NCc1cccs1)C(=O)/C=C/c1cc(OC)ccc1OC	-3	-2	-2	1	2	-6	-10	-0.4	1.6	12
CN(CC(=O)Nc1ncn[nH]1)S(=O)(=O)c1cc(Cl)ccc1Cl	-4	-8	2	3	2	-1	-3	0.0	0.1	1
CN(C)c1cccc(C(=O)OCc2cc(=O)oc3cc(O)ccc23)c1	u	7	-4	-3	2	-21	-19	-3.0	-1.5	0
CCOc1ccccc1NC(=O)c1nnn(CC(=O)Nc2ccc3c(c2)OCO3)c1N	-1	-2	0	8	-2	u	-1	-1.4	x	1
Cc1cc(/C=C2/NC(=O)N(Cc3ccccc3F)C2=O)c(C)n1-c1ccccn1	3	1	15	8	-1	0	2	-2.1	-2.8	0
C=CC[C@H](CC(=O)NCCO)C(=O)N[C@H](COC(=O)[C@@H](CC=C)CC(=O)OC(C)(C)C)Cc1ccccc1	-2	-1	-1	-6	-3	0	7	0.2	-0.4	-4
N#C/C(=N\Nc1ccccc1)C(=N)N1CCOCC1	3	-1	6	-1	-1	4	15	0.3	0.8	23
Cc1nnc(SCC(=O)N2CCN(c3ccccc3)CC2)n1-c1ccccc1	x	-3	1	-4	4	-10	6	0.6	0.3	0
c1ccc(-c2cnnc3ccccc23)cc1	-6	-7	-1	12	2	-1	1	0.0	0.4	-13
CC(C)n1nc(Cc2cccc3ccccc23)c(C#N)c1N	0	-3	8	11	7	2	4	-0.1	-0.3	0
O=C(O)C1CCCCC1C(=O)Nc1ccc(S(=O)(=O)N2CCOCC2)cc1 (configuration not stated)	5	x	-2	0	4	-4	8	-3.0	0.8	14
COc1ccc(NC(=O)C2C3CCC(O3)C2C(=O)O)c(C)c1 (configuration not stated)	-1	-3	1	8	0	-3	-8	-18	-0.3	-2
C#CCOCCOCCOCCNc1nc(N2CCN(C(=O)[C@H](CCCCN)n3cc(CN)nn3)CC2)nc(N2CCN(C(=O)[C@H](CCC(=O)O)n3cc([C@@H](N)CCSC)nn3)CC2)n1	-3	-3	-1	4	2	-5	-7	0.6	-0.9	3
C/C(=N/OCO/N=C(/C)c1ccc(F)cc1)c1ccc(F)cc1	-1	3	0	6	-1	-2	0	2.2	2.5	0
Cc1ccc(NC(=O)CCSc2nnc(-c3ccco3)o2)cc1	-5	-2	0	-2	-2	-7	-10	-0.4	1.3	-4
CCn1nc(C)cc1C(=O)Sc1cccc(Cl)c1	0	-1	0	-6	2	-4	x	-0.8	-0.2	-8
Cc1oc(-c2ccccc2F)nc1CS(=O)CC(=O)NCc1ccccc1 (configuration not stated)	1	-6	4	-4	0	-3	-9	-2.5	0.6	2
Cc1cc2c(cc1S(=O)(=O)NCc1ccc(N(C)C)cc1)OCC(=O)N2	-1	x	7	-5	-5	-7	x	-1.7	-0.7	-10
COc1ccc2cc(C(c3nnnn3Cc3ccccc3)N3CCCCCC3)c(=O)[nH]c2c1 (configuration not stated)	-3	-1	4	-2	0	4	-1	-0.4	-0.1	-1
Clc1ccc(CNCCCSc2ncccn2)cc1Cl	-2	7	1	-4	4	-11	23	-1.7	1.4	0
S=C1c2ccccc2CN1c1ccccc1	9	-1	0	7	-1	3	47	-0.7	1.9	4
Cc1ccc(-c2nc3ccccc3s2)cc1NC(=O)c1ccc2c(c1)OCO2	5	-28	5	-1	3	5	17	-1.6	-1.9	41
COc1ccc(C)cc1NC(=O)c1ccc2c(c1)C(=O)N(Cc1ccncc1)C2=O	0	3	-1	-7	-1	-1	1	0.0	0.3	5
CCNC(=O)c1ccccc1-c1nc(-c2ccccc2)no1	0	x	-8	-2	0	-1	x	-1.0	2.5	3
COc1cccc(NC(=O)CSc2nnc(-c3cccs3)n2C)c1	x	-20	-5	-2	-1	4	5	x	2.4	0
CCOC(=O)c1c(S(=O)(=O)N2CCCC(C(=O)Nc3cccc(C)n3)C2)c(C)n(C)c1C (configuration not stated)	0	-6	-4	2	-1	-5	3	-2.6	1.7	-6
O=C(Cn1cnc2c(nnn2Cc2ccc(F)cc2)c1=O)Nc1ccccc1	-1	6	7	0	2	6	-10	-0.9	-1.5	7
C=CCNC(=S)NNC(=O)c1cc(C)nc2ccccc12	1	-4	2	-6	3	1	14	-0.7	-1.5	-3
Cc1cccc(CNC(=O)c2ccccc2NC(=O)C2=CSCCO2)c1	-2	-2	-2	1	-1	-8	3	-1.2	-1.4	-7
CC1(C)Cc2c(c(N3CCOCC3)nc3sc(-c4ccc(C(=O)O)o4)c(N)c23)CO1	x	x	5	-13	-7	-6	-9	-0.4	0.0	-24
COc1c2ccc(OCC/C(C)=C/C(=O)C=C(C)C)cc2nc2occc12	3	-3	4	0	6	-12	9	3.0	-3.8	1
CC(C)(C)OC(=O)N1CCC(C(=O)N[C@@H](Cc2c[nH]c3ccccc23)C(=O)O)CC1	-4	8	4	-6	1	-1	-9	x	-0.5	1
OCC1OCOC2C(CO)OCOC12 (configuration not stated)	-1	-5	7	4	5	5	2	1.1	-0.8	1
Nc1ncc(-c2ccccc2)c(-c2ccc(O)cc2O)n1	-1	-1	-1	2	3	-2	-5	-0.6	5.8	0
O=C(COC(=O)Cc1ccccc1F)Nc1ccc2c(c1)OCO2	-2	-2	0	5	-2	5	-8	0.2	1.1	5
CC1=C(C(=O)OCC2CCCO2)C(c2coc3ccc(C)cc3c2=O)C2=C(CCCC2=O)N1 (configuration not stated)	-2	x	8	7	-1	-10	-18	-2.1	-1.7	3

The list continues.
SMILES	Wnt act	CAL PDZ FP-1	RTF Ca sens act	Tat transport	V-ATPase pH	dFosB activator	MITF TRPM1 HTS	CAL PDZ FP-2	CDK5 p35 inh	Rtt109 HAT inh
O=C(Nc1ccc(Cl)cc1)N1CCSC1=NCc1ccccc1	13	-4	5	4	1	-1	x	0.4	0.4	9
COc1cc(OC)c(C(=O)Nc2cc(S(=O)(=O)N3CCOCC3)ccc2N2CCN(C)CC2)cc1OC	0	-8	2	-2	-4	-13	19	-1.2	0.8	10
CCCn1c(C(C)Nc2nc(-c3ccc(C)cc3)cs2)nc2cc(Cl)c(N3CCCCC3)cc21 (configuration not stated)	-3	-1	6	-9	-1	8	-8	1.2	-0.2	-5
CCOC(=O)c1cnc2c(c(C)nn2-c2ccc(C)cc2)c1Cl	-1	15	2	-2	0	0	-21	-0.8	-1.5	-2
Cc1ccc(S(=O)(=O)N(C)C)cc1NC(=O)c1sccc1Cl	0	-4	4	-11	-6	-8	0	-0.6	0.5	-5
CN(c1ccccc1)S(=O)(=O)c1cccc(NC(=O)CCNC(=O)c2ccc(Cl)cc2)c1	2	-3	-1	17	-2	-15	-9	-3.5	0.3	6
